# All columns: NCI-60 one-dose screen, growth in % after 48 h at 10 µM unless noted; 100 = growth as untreated, 0 = no growth, -100 = all killed.
# BT-549: BT-549 breast cancer | 4.4% of 78,000 active | AID 1794793
# T-47D: T-47D breast cancer; 5% of 79,000 active; AID 1794792
# UACC-62: UACC-62 melanoma; 5.4% of 81,000 active; AID 1794756
# LOX IMVI: LOX IMVI melanoma; 7.4% of 79,000 active
# UACC-257: UACC-257 melanoma | 4.4% of 78,000 active
# MCF7: MCF7 breast cancer; 6.3% of 82,000 active
# MALME-3M: MALME-3M melanoma; 5.8% of 78,000 active; AID 1794766
# HS 578T: HS 578T breast cancer; 4.1% of 78,000 active; AID 1794788
# An asterisk follows results filed as active; . = no result given; & = joins results of further samples. Rule for the calls: active = growth percent below 10; inactive = the rest.
SMILES,BT-549,T-47D,UACC-62,LOX IMVI,UACC-257,MCF7,MALME-3M,HS 578T
Cn1c2nc(=O)n(-c3ccccc3)c(=O)c-2nc2c1CCCC2,113,100,99,97,107,94,82,95
CCOC(=O)c1nn(-c2ccc(C)cc2)c(=O)c2c(N)c(C#N)c(-c3ccccc3)cc12,116,96,96,99,105,90,101,97
CCOC(=O)CC(c1ccccc1)C(C#N)c1ccccc1 (stereo unspecified),.,90,97,103,94,100,91,89
COc1ccc(C(C)C=O)cc1 (stereo unspecified),.,98,106,105,117,96,133,.
CCCCNC1(C#N)CCN(Cc2ccccc2)CC1,107,18,95,100,107,102,95,101
O=C1c2ccccc2C(=O)N1CCCl,104,105,103,109,104,105,124,89
CCNC(=O)Nc1ncccc1OCc1ccccc1,102,90,95,92,114,91,100,115
COc1ccc(CCn2cncc2-c2c[nH]c3cc(Br)ccc23)cc1,74,33,61,79,69,71,67,75
O=c1ccc([N+](=O)[O-])c[nH]1,105&105,103&98,106&105,93&102,99&111,102&93,97&102,101&102
CC(=O)OC[C@@]1(C)C2CC[C@]3(C)C(CC=C4C5CC(C)(C)CC[C@]5(C(=O)Nc5cccc(C)c5)CC[C@]43C)[C@@]2(C)C[C@@H](OC(C)=O)[C@@H]1OC(C)=O (stereo partly specified),47,24,45,12,25,25,61,77
COc1cccc(CCC2C(=O)CCCC2=O)c1,109,97,103,117,108,108,115,.
CCOC(=O)C(C(=O)OCC)c1nc(=O)[nH]c(=O)[nH]1,100,94,92,83,97,99,102,112
COc1c2ccoc2cc2oc(C)c(C(C)=O)c(=O)c12,110,98,.,94,.,101,113,109
CCOC(=O)c1ccc2c(c1)c1c(C)c3ccncc3c(C)c1n2C,21,-3.1*,-64*,-19*,-26*,1.8*,-41*,-5.0*
Cc1ccc(NC(=O)c2ccc(CN3CCN(C)CC3)cc2)cc1Oc1ccc(-c2[nH]nc3ncnc(N)c23)cc1,93,81,84,67,99,36,69,83
COC(=O)CC[C@@H]1O[C@@H](c2ccccc2)C[C@H]1O,110,113,96,96,105,95,106,96
O=C(O)C(CO)(c1ccccc1)c1ccccc1,106,105,92,104,92,94,113,100
O=C(/C=C/c1c2ccccc2cc2ccccc12)c1ccc(F)cc1,109,84,61,102,92,86,114,92
COc1ccc(-c2nc(Nc3ccccc3S(N)(=O)=O)c3ccccc3n2)cc1,86,36,57,-80*,91,9.0*,-7.5*,43
COc1ccc(-c2cc(-c3cc(OC)c(OC)c(OC)c3)nc(SCC(=O)Nc3ccc(Cl)cc3)n2)cc1OC,89,.,92,93,103,89,102,96
CCCCOc1ncnc2c1CC(C)c1cc(C)ccc1N2C (stereo unspecified),106,84,98,113,110,90,100,120
Cc1ccc(-c2onc3ccc(C(=O)Nc4cccc(C(F)(F)F)c4)cc23)cc1,115,71,85,100,97,68,101,98
O=C1Nc2ccc(Cl)cc2/C1=C/C(=O)c1cc2ccccc2oc1=O,103,81,93,81,124,78,82,108
COC(=O)[C@@H](CCCCNC(=O)[C@]12CCC(C)(C)C[C@@H]1C1=CC[C@@H]3[C@@]4(C)CCC(=O)C(C)(C)[C@@H]4CC[C@@]3(C)[C@]1(C)CC2)NC(=O)[C@]12CCC(C)(C)C[C@@H]1C1=CC[C@@H]3[C@@]4(C)CCC(=O)C(C)(C)[C@@H]4CC[C@@]3(C)[C@]1(C)CC2,110,95,90,103,104,89,103,102
Cn1c(O)c(N=NC(=O)c2ccc(S(N)(=O)=O)cc2)c2ccccc21,102,104,103,104,105,96,107,110

# Additional entries follow:
SMILES,BT-549,T-47D,UACC-62,LOX IMVI,UACC-257,MCF7,MALME-3M,HS 578T
O=C1/C(=C2\SC(=S)N(C3CC3)C2=O)SC(=S)N1C1CC1,97,95,95,89,95,92,99,97
c1ccc(NCCC2OCC3(CO2)COC(CCNc2ccccc2)OC3)cc1 (stereo unspecified),99,87,87,83,101,85,116,99
CCCN1[C@@H]2CC[C@H]1/C(=C\c1cc(OC)ccc1OC)C(=O)/C2=C/c1cc(OC)ccc1OC,87,44,62,76,85,60,89,78
N#CCC(=O)N1CCCCC1,101,112,96,.,98,95,103,105
Clc1cccc(-c2nnc(-c3nc4ccccc4nc3Cl)o2)c1,105,103,98,.,111,89,107,100
C=CCn1cc(/C=N\N=C2\C(=O)Nc3c(F)cccc32)c2ccccc21,.,50,85,94,95,69,99,110
O=C(Nc1[nH]c(=O)ncc1F)c1ccc([N+](=O)[O-])cc1,97,.,108,105,92,101,112,101
Cc1ccc(C(=O)c2ccc(CC(=O)NN3C(=O)c4ccccc4C3=O)n2C)cc1,110,98,94,94,100,91,101,104
C/C(Cl)=C/CC1=C(O)c2ccccc2C(=O)C1=O,77,101,60,33,81,51,84,.
CCOC(=O)N(CCCCCCNC(c1ccccc1)S(=O)(=O)O)c1ccccc1 (stereo unspecified),.,100,100,94,95,98,98,98
CSc1ccc(/C(=N/NC(N)=S)c2ccc(Cl)cc2)cc1,104,99,102,99,112,95,114,105
C=CCn1cc(/C=C/C(=O)c2cc3ccccc3oc2=O)c2ccccc21,112,98,85,93,125,69,96,126
CC(C)=CCN,106,100,114,100,90,108,112,.
CC(C)NCCOS(=O)C(c1ccccc1)c1ccccc1 (stereo unspecified),105,94,102,94,80,101,109,99
CC(=O)c1ccc2c(c1)c1ccccc1n2C,96,103,83,97,104,86,105,.
O=C1CCC23OC=CC2C2(Nc4ccccc4NC2=O)c2cc(Br)ccc2N13 (stereo unspecified),100,91,88,90,110,91,93,103
Cc1cc(N=Nc2ccc(-c3ccc(N=Nc4ccc(O)c(C(=O)O)c4)cc3)cc2)c(N)cc1N,115,94,96,102,95,83,115,101
CCOC(=O)c1c(C)oc2ncnc(N3CCN(C(=O)Nc4ccccc4)CC3)c12,83,89,86,84,95,93,102,63
O=S(=O)(CS(=O)(=O)c1ccccc1Br)c1ccccc1Br,98,111,105,97,98,100,.,91
COc1ccc(NC(=O)c2ccc(Nc3ncnc4sc5c(c34)CCCC5)cc2)cc1,78,84,90,84,73,86,78,49
COCCOCCCl,107,98,104,99,104,100,112,102
C[C@]12CCC(=O)C=C1CCC1C2C(=O)C[C@@]2(C)C1CC[C@]2(O)C(=O)CO (stereo partly specified),99,100,103,97,103,98,103,103
O=C1CCCN1C1CCN(Cc2ccc(Cl)cc2)c2ccccc21 (stereo unspecified),104,77,85,90,108,104,89,100
COc1cccc(C(=O)Oc2ccc(/C=C/c3cc(OC(=O)c4cccc(OC)c4OC)cc(OC(=O)c4cccc(OC)c4OC)c3)cc2)c1OC,97,101,105,97,96,.,110,93
COc1ccc2[nH]c(O)c(N=NC(=O)c3ccc(S(C)(=O)=O)cc3)c2c1,112,116,107,105,118,96,120,108

# Individual results from the entries so far:
# In MCF7, `Clc1cccc(-c2nnc(-c3nc4ccccc4nc3Cl)o2)c1` is listed with 89
# In MCF7, `COCCOCCCl` is listed with 100
# In LOX IMVI, `O=S(=O)(CS(=O)(=O)c1ccccc1Br)c1ccccc1Br` is listed with 97

# Later entries
SMILES,BT-549,T-47D,UACC-62,LOX IMVI,UACC-257,MCF7,MALME-3M,HS 578T
COc1ccc(-c2nc(Sc3nc4c(c(=O)n(C)c(=O)n4C)n3Cc3ccc(F)cc3)[nH]c(=O)c2C#N)cc1,97,99,91,97,95,104,91,94
CCOC(=O)C/C(=C\c1ccccc1)C(C)=O,98,68,.,108,83,101,105,108
NS(=O)(=O)Oc1ccc2c(C(=O)c3ccc(OCCN4CCCCC4)cc3)c(-c3ccc(O)cc3)sc2c1,97,61,96,99,96,40,90,85
CCOC(=O)CC(C#N)(CC(=O)OCC)C(=O)OCC,106,105,98,103,74,101,127,117
N#CCCOC(=O)c1ccccc1,127,110,101,104,101,101,118,139
CC(=O)C(C)c1ccccc1 (stereo unspecified),104,110,96,97,98,95,120,101
O=C(CC1(O)C(=O)N(Cc2ccccc2)c2ccccc21)c1cc2ccccc2oc1=O (stereo unspecified),93,80,78,78,102,30,93,99
Cn1cc(-c2cc(N)n3nc(-c4c[nH]c5ccc(F)cc45)cc3n2)c2cc(Br)cnc21,93,55,74,-57*,85,47,76,86
C[C@H](C(=O)N[C@@H](Cc1ccc(-c2ccccc2)cc1)C(=O)NC1CC(C)(C)NC(C)(C)C1)c1ccc(-c2ccccc2)c(F)c1,-20*,-37*,-44*,-85*,-63*,-51*,-77*,-32*
Cc1ccc(S(=O)(=O)N/N=C(/c2ccccc2)c2cccs2)cc1,108,92,85,101,100,92,111,106
NCC(=O)NC1CCCCC1,108,100,91,108,81,101,94,102
COc1ccc(-c2nnc(-c3c(-c4ccc(F)cc4)nc4ncccn34)o2)cc1OC,91,49,92,83,102,86,108,71
CCOC(=O)c1[nH]cc2c1CCc1sc(Nc3ccccn3)nc1-2,79,55,87,82,74,57,108,96
CCOC(=O)CCOCCC(=O)OCC,105,92,104,96,102,97,102,.
COc1ccc(/C=C/c2nnc(/C=C/c3ccc(OC)c(OC)c3)o2)cc1OC,26,20,9.2*,4.4*,.,23,57,44
Cc1cc(Cl)c(O)c(CN(Cc2cc(C)cc(Cl)c2O)C2CCCCC2)c1,116,92,84,92,92,92,95,102
CNCCOC(c1ccccc1)c1ccccc1C (stereo unspecified),107&93,98&94,95&101,102&95,95&101,99&98,108&96,112&104
Nc1cccc2c(O)cccc12,95,.,99,78,98,69,91,96
C=C(C)C(=O)Nc1ccc(NC(C)C)cc1,156,100,118,114,-7.3*,146,220,141
O=C1NC(=S)S/C1=C/c1ccc(OCc2cn(-c3ccc(S(=O)(=O)Nc4nccs4)cc3)nn2)cc1,101,99,95,103,97,108,102,99
COc1cc2c(cc1OCCCN1CCN(C(=S)SCCC(C#N)(c3ccccc3)c3ccccc3)CC1)N=C[C@@H]1CCCN1C2=O,-90*,-51*,-72*,-100*,-46*,-86*,-89*,-54*
Cc1cccc(C)c1NC(=O)Cn1cc(CN2C(=O)c3ccccc3S2(=O)=O)nn1,112,98,105,99,112,97,101,95
O=C(O)c1cccc2c1C(=O)c1cc([N+](=O)[O-])ccc1-2,119,110,89,86,87,89,78,111
O=C(CCl)Nc1ccc([N+](=O)[O-])cc1[N+](=O)[O-],81,80,92,80,91,87,104,94

# Structures listed so far containing a Cl atom, in the order listed:
SMILES,BT-549,T-47D,UACC-62,LOX IMVI,UACC-257,MCF7,MALME-3M,HS 578T
O=C1c2ccccc2C(=O)N1CCCl,104,105,103,109,104,105,124,89
COc1ccc(-c2cc(-c3cc(OC)c(OC)c(OC)c3)nc(SCC(=O)Nc3ccc(Cl)cc3)n2)cc1OC,89,.,92,93,103,89,102,96
O=C1Nc2ccc(Cl)cc2/C1=C/C(=O)c1cc2ccccc2oc1=O,103,81,93,81,124,78,82,108
Clc1cccc(-c2nnc(-c3nc4ccccc4nc3Cl)o2)c1,105,103,98,.,111,89,107,100
C/C(Cl)=C/CC1=C(O)c2ccccc2C(=O)C1=O,77,101,60,33,81,51,84,.
CSc1ccc(/C(=N/NC(N)=S)c2ccc(Cl)cc2)cc1,104,99,102,99,112,95,114,105
COCCOCCCl,107,98,104,99,104,100,112,102
O=C1CCCN1C1CCN(Cc2ccc(Cl)cc2)c2ccccc21 (stereo unspecified),104,77,85,90,108,104,89,100
Cc1cc(Cl)c(O)c(CN(Cc2cc(C)cc(Cl)c2O)C2CCCCC2)c1,116,92,84,92,92,92,95,102
O=C(CCl)Nc1ccc([N+](=O)[O-])cc1[N+](=O)[O-],81,80,92,80,91,87,104,94
